STEP block – inhibitors of human striatal-enriched phosphatase STEP; AID 588621; 0.25% of 360,000 active; recombinant STEP, OMFP fluorogenic substrate, fluorescence; P54829; inhibition, % at 20 µM;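 active means inhibition at 20 µM, scaled per plate between control wells, above about 37%, limit read from the data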;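 further: 0% = DMSO with enzyme and substrate and 100% = substrate only without enzyme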
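Measure: Control-normalized % inhibition with plate pattern correction | Test system: STEP phosphatase, cell-free reaction | Medium: pH 6.0 Bis-Tris with DTT and Tween 20 | Technique: Fluorescence, 480/540 nm | Times: Reaction 20 min, ambient temperature | Doses: Single compound dose of 20 µM, 1% DMSO final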
DNMT1 inh – DNMT1 (human) enzyme inhibition | DNMT1 molecular beacon, Hinp1I cleavage, fluorescence | inhibition (reported as % activation of signal), % at 10 µM | 0.83% of 360,000 active; in the data active means inhibition above about 50%
Scp-1 inhibitor – blocks human Scp-1 phosphatase activity; 0.88% of 340,000 active; Recombinant Scp1, phosphopeptide, malachite green phosphate absorbance; Q9GZU7; AID 493091; inhibition, % at 20 µM;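 active means inhibition above about 50% at 20 µM, limit read from the data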;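 further: plate controls were DMSO wells with enzyme for no effect and wells lacking enzyme for full effect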
Target sequence (Q9GZU7 76-261 limits assumed): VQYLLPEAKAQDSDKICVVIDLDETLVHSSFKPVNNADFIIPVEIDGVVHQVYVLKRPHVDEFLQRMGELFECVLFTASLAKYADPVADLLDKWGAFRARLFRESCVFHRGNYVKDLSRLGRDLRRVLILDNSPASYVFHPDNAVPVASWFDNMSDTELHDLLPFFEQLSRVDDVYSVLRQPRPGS
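Incubation: 45 min enzyme reaction at room temperature / System: truncated SCP-1 phosphatase (76-261aa) / Reagent: Phospho 17-mer peptide substrate / Buffer or medium: Acidic Tris acetate buffer with magnesium and detergent / Signal: absorbance at 630 nm / Doses: one concentration, 20 µM, with 1.0% DMSO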
TbMetRS inhib – blocks T. brucei methionyl-tRNA synthetase activity. 0.4% of 360,000 active. inhibition, % at 11.9 µM. purified T. brucei MetRS, ATP depletion, Kinase-Glo luminescence;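 active means inhibition above a per-plate cutoff of the control wells' mean inhibition plus 3 SD, cut at about 5.5% in these data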;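 further: 0% = DMSO wells median and 100% = median of wells with control inhibitor compound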
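Test system: purified T. brucei MetRS enzyme. Also added: ATP, methionine and E. coli bulk tRNA substrates. Compound: 11.9 µM single point. Schedule: 15 min enzyme-compound preincubation, 2 h reaction, 10 min detection, 25 °C. Signal: luciferase luminescence of residual ATP, Kinase-Glo. Evaluation: percent inhibition versus plate control medians. Controls: DMSO wells, low control.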
CSN deneddyl inh – inhibitors of human CSN-mediated cullin deneddylation; inhibition, % at 12.5 µM; AID 651999; Q92905; 0.38% of 360,000 active; Purified CSN, SCF-Nedd8-OG deneddylation, fluorescence polarization;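 active means pattern-corrected inhibition above about 35%, with an unprinted fluorescence ratio check between 0.5 and 1.5, limit read from the data, passing the limit was not always enough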;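 further: 0% = enzyme with substrate and 100% = substrate without enzyme; some results filed as inactive read as strong as hits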
Target sequence (Q92905 whole entry, looked up, one chain of several): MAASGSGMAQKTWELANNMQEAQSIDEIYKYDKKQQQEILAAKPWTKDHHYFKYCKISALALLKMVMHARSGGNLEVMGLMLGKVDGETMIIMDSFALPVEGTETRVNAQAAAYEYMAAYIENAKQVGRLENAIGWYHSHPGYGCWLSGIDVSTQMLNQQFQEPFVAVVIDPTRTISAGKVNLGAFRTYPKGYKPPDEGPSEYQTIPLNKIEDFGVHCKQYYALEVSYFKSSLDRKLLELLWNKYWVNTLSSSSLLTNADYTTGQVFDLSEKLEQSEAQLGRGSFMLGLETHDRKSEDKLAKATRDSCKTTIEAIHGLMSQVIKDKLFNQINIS
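Assay system: purified human Csn5 enzyme expressed in HEK293T cells; measure: % inhibition; also added: SCFSkp2-Nedd8OG substrate at 10 nM final; technique: fluorescence polarization; times: reaction 90 min, room temperature; medium: Tris buffer pH 7.5, NaCl, DTT, Tween-20, trehalose, ovalbumin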
NadD block – blocks S. aureus nicotinate mononucleotide adenylyltransferase; inhibition, % at 20 µM; 0.78% of 360,000 active; purified NadD enzyme, colorimetric absorbance read-out; in the data active means inhibition above about 26%; further: some compounds past the cut are filed as inactive
LMPTP block – LMPTP (human) inhibition; recombinant LMPTP-A, OMFP fluorogenic substrate, fluorescence intensity; P24666; 0.22% of 360,000 active; inhibition, % at 20 µM;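 active means compounds that cut the enzyme signal by at least half of the control window in the single-dose screen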;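 further: plate controls were DMSO wells with enzyme plus substrate for no effect and substrate without enzyme for full effect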
Target sequence (P24666 whole entry, looked up): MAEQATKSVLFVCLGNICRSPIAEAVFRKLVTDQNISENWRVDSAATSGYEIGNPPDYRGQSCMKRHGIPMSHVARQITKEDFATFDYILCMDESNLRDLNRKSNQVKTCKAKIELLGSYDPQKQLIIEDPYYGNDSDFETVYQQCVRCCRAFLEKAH
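Test system: LMPTP-A, protein tyrosine phosphatase of low molecular weight; Input: 0.625 nM enzyme; Incubation: 50 min dark incubation at room temperature; Signal: endpoint fluorescence intensity from OMFP dephosphorylation; Read-out basis: % inhibition versus control wells.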
SUMO1 PPI mod – SUMO1-SIM interaction modulation; inhibition, % at 20 µM; SUMO1 binding to a labelled peptide, TR-FRET, 1 h; AID 602429; 0.33% of 360,000 active; P63165; in the data active means inhibition above about 37%
Target sequence (P63165 whole entry, looked up): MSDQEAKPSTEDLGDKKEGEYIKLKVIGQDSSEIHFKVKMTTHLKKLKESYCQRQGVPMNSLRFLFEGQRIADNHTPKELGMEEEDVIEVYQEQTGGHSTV
Rpn11 block – blocks the human proteasome subunit Rpn11; O00487; human 26S proteasome, Ub4-pepOG fluorescence polarization; 20S core pre-blocked with epoxomicin; calls only at 20 µM; 0.59% of 360,000 active;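 active means inhibition at 20 µM, scaled to each plate's controls, above about 33%, limit read from the data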
MLLE-PAM2 inh – inhibitors of microRNA-mediated deadenylation, human PABP1 MLLE binding; P11940; GST-MLLE / FITC-PAM2 fluorescence polarization; inhibition, % at 20 µM; 0.36% of 360,000 active; in the data active means inhibition above about 35%, passing the limit was not always enough;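 further: plate controls were DMSO wells with GST-MLLE for no effect and wells lacking GST-MLLE protein for full effect; some results filed as inactive read as strong as hits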
An asterisk follows results filed as active; i = inactive; . = not tested or not shown.

SMILES	STEP block	DNMT1 inh	Scp-1 inhibitor	TbMetRS inhib	CSN deneddyl inh	NadD block	LMPTP block	SUMO1 PPI mod	Rpn11 block	MLLE-PAM2 inh
O=C(CCCn1c(SCc2cccc(F)c2)nc2ccccc2c1=O)NCC1CCCO1 (stereo not drawn)	-1	-3	-7	-0.3	-3	-17	-0.1	1	i	-5
NC(=O)c1ccc(N2CCNC(=O)C2)c([N+](=O)[O-])c1	1	1	-3	-0.1	6	7	-1.8	-20	i	6
CCN(CC(=O)Nc1ccc(NC(C)=O)cc1)C(=O)/C=C/c1cn(-c2ccccc2)nc1-c1cccs1	2	-14	-4	-0.2	-7	-6	4.2	-9	i	-49
Cc1ccc(-c2csc(NC(=O)C3=NN(C4CCS(=O)(=O)C4)C(=O)CC3)n2)cc1 (stereo not drawn)	2	-15	-12	-0.4	-1	-9	-1.5	8	i	2
Cc1ccccc1NC(=S)N(Cc1ccccc1)Cc1cccs1	1	1	-5	-1.0	1	-5	0.4	1	i	-60
C[C@@]12CCC[C@@](C)(C(=O)O)C1CC[C@@]13C[C@@H](NCc4ccccc4)[C@@](C)(CCC12)C3 (stereo partly drawn)	4	6	-8	-0.5	1	4	-1.0	1	i	-11
Cc1ccc(CNC(=O)Cn2cnc3cc([N+](=O)[O-])ccc3c2=O)cc1	2	-2	1	0.5	3	4	-1.2	-22	i	-5
CCn1nnnc1SCC(=O)Nc1nnc(C(C)C)s1	2	0	-2	0.0	4	-1	-1.1	-1	i	0
O=C(O)c1ccc(OS(=O)(=O)c2ccc(Cl)s2)cc1	0	3	-7	-0.2	-10	0	-0.5	9	i	0
Cn1c(CCNC(=O)c2cccs2)nnc1SCC(=O)Nc1nc(-c2ccccc2)cs1	-3	2	2	-0.7	1	-3	-1.1	3	i	17

Retrieved one by one from the list above:
SMILES	STEP block	DNMT1 inh	Scp-1 inhibitor	TbMetRS inhib	CSN deneddyl inh	NadD block	LMPTP block	SUMO1 PPI mod	Rpn11 block	MLLE-PAM2 inh
C[C@@]12CCC[C@@](C)(C(=O)O)C1CC[C@@]13C[C@@H](NCc4ccccc4)[C@@](C)(CCC12)C3 (stereo partly drawn)	4	6	-8	-0.5	1	4	-1.0	1	i	-11
O=C(CCCn1c(SCc2cccc(F)c2)nc2ccccc2c1=O)NCC1CCCO1 (stereo not drawn)	-1	-3	-7	-0.3	-3	-17	-0.1	1	i	-5
O=C(O)c1ccc(OS(=O)(=O)c2ccc(Cl)s2)cc1	0	3	-7	-0.2	-10	0	-0.5	9	i	0

Arranged by the number under Scp-1 inhibitor (falling): three from the list above.
Structure	DNMT1 inh	Scp-1 inhibitor	TbMetRS inhib	CSN deneddyl inh	NadD block	LMPTP block	SUMO1 PPI mod	Rpn11 block	MLLE-PAM2 inh
Cn1c(CCNC(=O)c2cccs2)nnc1SCC(=O)Nc1nc(-c2ccccc2)cs1	2	2	-0.7	1	-3	-1.1	3	i	17
NC(=O)c1ccc(N2CCNC(=O)C2)c([N+](=O)[O-])c1	1	-3	-0.1	6	7	-1.8	-20	i	6
Cc1ccccc1NC(=S)N(Cc1ccccc1)Cc1cccs1	1	-5	-1.0	1	-5	0.4	1	i	-60

Following part.
SMILES	STEP block	DNMT1 inh	Scp-1 inhibitor	TbMetRS inhib	CSN deneddyl inh	NadD block	LMPTP block	SUMO1 PPI mod	Rpn11 block	MLLE-PAM2 inh
COc1oc(C(=O)NC2CCCCC2)c(-c2ccc(Cl)cc2)c1S(=O)(=O)c1ccccc1	1	-4	-5	0.2	2	2	-1.3	7	i	27
Cc1noc(C)c1COC(=O)c1ccc(S(=O)(=O)N2CCCCC2)cc1	0	0	-7	0.2	1	-7	1.7	-2	i	1
O=C(O/N=C1/CCCc2occc21)c1ccccc1	-2	-2	-16	-1.5	-5	-3	-1.1	-2	i	4
COc1ccc(NCc2nc3ccccc3n2CCOc2ccccc2)cc1	0	4	-1	-1.1	4	4	-0.5	-5	i	-2
N#CC1=C(N)C(C#N)(C#N)[C@H](c2ccsc2)[C@H]2COCC=C12	-3	-4	-9	-0.8	-5	4	0.5	-11	i	24
Cc1cccc(C)c1OCC(=O)NCC1CCCO1 (stereo not drawn)	-2	1	-2	0.3	-9	-4	-1.2	2	i	8
COc1ccc(-c2nc3cccc(C)n3c2NCc2ccco2)cc1OC	3	-11	0	-0.6	1	2	3.0	-2	i	3
COc1cccc(OCC(=O)NNC(=O)c2cccs2)c1	2	1	-6	0.1	2	4	0.7	-1	i	-10
CC1(C)C2C(Cl)(Cl)C2(C)c2ccccc2N1C=O (stereo not drawn)	0	-1	-7	0.3	1	0	-1.9	3	i	10
COc1cc(/C=N\NC(=O)OC(C)(C)C)ccc1OC(=O)c1ccco1	-2	-1	-4	-1.3	-10	-7	0.5	-1	i	-3
CC(C)C[C@@H](CN)NC(=O)c1nc[nH]c1C(=O)N[C@@H](Cc1ccccc1)C(=O)CNC[C@H](C)NC(=O)c1nc[nH]c1C(=O)N[C@@H](C)C(=O)O	-2	-21	-8	0.8	-3	13	-2.5	2	i	18
CCOC(=O)CSc1nnc(CNC(=O)c2ccc(S(=O)(=O)N3CCCC3)cc2)n1C	-4	3	-1	0.1	0	-6	-0.5	-3	i	-7
CC(=O)c1ccc(S(=O)(=O)N2CCN(C(=O)CSc3ccc(F)cc3)CC2)cc1	2	-1	2	0.6	-6	-3	-0.6	5	i	10
COc1cccc(-c2cc(-c3cccnc3)c(C#N)c(N)n2)c1	0	-3	-11	-0.4	5	-3	0.0	-13	i	3
COc1cc(C(=O)Nc2ccc3c(c2)OCCO3)c(-n2cnnn2)cc1OC	1	-2	-4	0.3	-1	1	-0.1	3	i	0
Cc1nn(Cc2ccccc2)c2c1C(c1cccnc1)C(C#N)=C(N)O2 (stereo not drawn)	0	-7	-9	0.3	1	3	-0.9	-2	i	-10
CC(c1nc2ccccc2c(=O)[nH]1)N1CCN(S(=O)(=O)c2ccc(F)c(Cl)c2)CC1 (stereo not drawn)	-2	-3	.	-0.3	-6	1	-0.3	-3	i	12
c1ccc(C2CCCN(Cc3nc(CC4CC4)no3)CC2)cc1 (stereo not drawn)	-6	12	-1	-0.7	-6	3	1.3	9	i	-4
CCN(CC)S(=O)(=O)c1ccc(N2CCOCC2)c(NC(=O)C(C)(C)C)c1	0	2	-20	-0.3	0	-4	-0.7	0	i	-9
COCCNC(=O)C1(C)CCN(C(=O)c2cc(C)nn2C(C)(C)C)C1 (stereo not drawn)	0	5	.	0.4	0	0	-1.1	1	i	-1
CCc1nc2c(OCC3COc4ccccc4O3)cccn2c1N(C)C(=O)c1ccc(OC)cc1 (stereo not drawn)	1	0	.	-0.3	-8	13	1.8	-8	i	-8
CSCC(C)N1CCC(n2nccc2NC(=O)c2ccccc2C)CC1 (stereo not drawn)	0	0	-5	0.0	1	2	-1.6	6	i	20
CC12CCC(C(=O)OC3CCCCC3)(OC1=O)C2(C)C (stereo not drawn)	-5	-3	-9	0.1	-4	1	-1.3	9	i	1
O=C(NCCc1ccccc1)C1CCN(S(=O)(=O)N2CCOCC2)CC1	0	4	-4	-0.6	-2	-1	-1.4	1	i	4
O=C(CSCCO)Nc1cc(C(F)(F)F)ccc1Cl	-9	3	-6	-1.0	5	-5	-1.4	-1	i	-5
CCOCCOC(=O)c1[nH]c2c(c1C)C(=O)CC(c1ccccc1)C2 (stereo not drawn)	-2	0	-4	-2.3	-2	-1	-0.2	2	i	-6
CCc1ccccc1Nc1nc2ccccc2n1CC	11	1	-6	0.6	-2	1	5.9	0	i	8
Cc1cc(=O)[nH]c(SCC(=O)Nc2ccc3c(c2)OCCO3)n1	1	7	-5	-1.0	-4	-10	-0.4	4	i	-3
CC(=O)C1=C(C)Nc2ncnn2C1c1ccc(Br)cc1 (stereo not drawn)	1	1	-7	-0.9	3	-8	-1.6	-3	i	4

A few values from the entries so far.
For NadD block, CCOCCOC(=O)c1[nH]c2c(c1C)C(=O)CC(c1ccccc1)C2 (stereo not drawn) has the entry -1
For MLLE-PAM2 inh, CCc1nc2c(OCC3COc4ccccc4O3)cccn2c1N(C)C(=O)c1ccc(OC)cc1 (stereo not drawn) has the entry -8
For CSN deneddyl inh, CCc1ccccc1Nc1nc2ccccc2n1CC has the entry -2

Compound activity deposited in PubChem BioAssay by several laboratories.
